High-throughput results deposited in PubChem BioAssay by National Center for Advancing Translational Sciences (NCATS).
Pf Dd2 inh: inhibitors of Plasmodium falciparum Dd2 growth | P. falciparum Dd2 growth, SYBR Green, 72 h | 4.3% of 120,000 active | Potency, µM (top dose mostly 28.9 µM), for the others: at the highest dose activity, negative = inhibition, most hits filed as inhibitors; active = well fitted inhibition curve with a large enough effect; inconclusive = small, poorly fitted or top-dose-only effect; inactive = no such curve, though single readings can be large or run the other way;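 also: plate controls were DMSO vehicle for no effect and reference drug for full effect; nearly all actives have a fitted effect of over 65% in size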
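Infected erythrocytes (Dd2, 0.3% parasitemia, 2.5% hematocrit final) are added to compound in RPMI-1640/Albumax II medium, grown 72 h at 37C in low oxygen, then lysed with saponin/Triton-X containing SYBR Green and read by fluorescence.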
* hit, by the source's call; [ ] = another dose, or the depositor's remark. Potency is read from the fitted curve at half-maximal effect. An excerpt; count on the stated rates, not on these rows.

Results for CCOc1cc(=O)n2c(c1C(=O)Nc1cc(F)ccc1Cl)CCCC2 ?
Pf Dd2 inh: 36%[activator]

Results for COC(=O)c1sc(-c2ccccc2)cc1NC(=O)Nc1ccc(F)cc1 ?
Pf Dd2 inh: inconclusive

Results for COc1cccc(CNC(=O)[C@@H]2C[C@@H](O)CN2C2CCN(C(=O)c3ccc4c(c3)OCO4)CC2)c1 ?
Pf Dd2 inh: inactive

How did COCC1CN(C)CC12CCN(C(=O)Cc1cccc(F)c1)CC2 (stereo unspecified) do in these assays?
Pf Dd2 inh: inactive

What do the screens show for `Fc1ccc(-c2noc(-c3ncn4c3COC(c3ccccc3Cl)C4)n2)cc1` (stereo unspecified)?
Pf Dd2 inh: -21%

How did COc1cccc(NC(=O)Cn2c(=O)cc(C)c3c(C)nn(-c4cccc(F)c4)c32)c1 do in these assays?
Pf Dd2 inh: -8%

Results for CC1CCN(S(=O)(=O)c2ccc3c(ccc(=O)n3CC(=O)Nc3ccc(C(C)C)cc3)c2)CC1 ?
Pf Dd2 inh: inconclusive

Results for CNC(C)c1c(F)cccc1F (stereo unspecified) ?
Pf Dd2 inh: 2%[44.1 µM]

What do the screens show for `O=C(NCC1CCOCC1)c1ccco1`?
Pf Dd2 inh: 11%

Results for CCOCN(C(=O)CSc1nc2ccccc2[nH]1)c1c(C)cccc1CC ?
Pf Dd2 inh: inactive

What do the screens show for `COc1ccc(-c2cc([C@H]3CN4CC[C@H]3C[C@@H]4CNC(=O)C3CCCCC3)n(C)n2)cc1`?
Pf Dd2 inh: inconclusive

How did CCn1nccc1C(=O)NCCc1ncc(C)n1Cc1ccccc1 do in these assays?
Pf Dd2 inh: inconclusive

What do the screens show for `Cc1ccc(C(=O)N2CCC(Cc3nc(C(C)C)no3)CC2)cc1C`?
Pf Dd2 inh: inactive

Results for O=C(CN1C(=O)COc2ccc(S(=O)(=O)N3CCCCCC3)cc21)NCCc1ccccc1 ?
Pf Dd2 inh: -1%

Results for COc1cc(-c2nc(-c3c(C)noc3C)cc3cc(C)oc23)ccn1 ?
Pf Dd2 inh: 11µM*

How did COc1cc(OC)c(NC(=O)c2nnn(Cc3ccc(C)cc3)c2N)cc1Cl do in these assays?
Pf Dd2 inh: inconclusive

Results for CCOc1cc(C(=O)N2CCN(c3cc(-c4ccc(Cl)cc4)[nH]n3)CC2)cc(OCC)c1OCC ?
Pf Dd2 inh: -4%

What do the screens show for `Cc1cc(C[C@@H]2COC[C@@H]2NC(=O)COc2cccc(C)c2C)on1`?
Pf Dd2 inh: 0%

Results for COc1ccc(CNC(=O)CCc2cn(C)c3ccccc23)cc1 ?
Pf Dd2 inh: 16%

Results for c1ccc(C2(c3ccccc3)CCCN(Cc3cscn3)C2)cc1 ?
Pf Dd2 inh: inconclusive

Results for COc1cccc(NC(=O)O[C@@H]2CO[C@H]3[C@@H]2OC[C@@H]3Nc2nccc(-c3cccs3)n2)c1 ?
Pf Dd2 inh: 6%

How did O=C(NCCO)c1ccc(-c2nnc(Nc3ccc(OC(F)(F)Cl)cc3)c3ccccc23)cc1 do in these assays?
Pf Dd2 inh: inconclusive

Results for Cn1nnnc1SCCCNCc1cc(Cl)ccc1OCc1ccccc1F ?
Pf Dd2 inh: inconclusive

Results for COCCNC(=O)c1cc(C2CC2)nc2c1c(C1CCCN1)nn2C (stereo unspecified) ?
Pf Dd2 inh: -5%

How did COc1cccc(-c2cc(C(=O)N3CCC(c4nn(C)c(=O)n4C(C)C)CC3)[nH]n2)c1 do in these assays?
Pf Dd2 inh: inactive

What do the screens show for `CN1[C@@H](CCC(=O)N2CCN(c3ccccc3)CC2)CNC(=O)[C@@H]2[C@H]1CCN2Cc1cccc(Cl)c1`?
Pf Dd2 inh: inactive

What do the screens show for `C[C@@H](NC(=O)C1CCCC1)c1onc(-c2ccc(F)cc2)c1C(=O)O`?
Pf Dd2 inh: 1%[44.1 µM]

How did Cc1cc(C)c(NC(=O)c2cc(S(=O)(=O)N3CCCC3)cn2C)c(C)c1 do in these assays?
Pf Dd2 inh: inactive

What do the screens show for `Cc1ccc2[nH]c(CN(Cc3cnn(C)c3)C3CC3)cc(=O)c2c1`?
Pf Dd2 inh: -10%

What do the screens show for `O=C(c1ccoc1)N1CCc2onc(C(c3ccccc3)c3ccccc3)c2C1`?
Pf Dd2 inh: inconclusive

How did O=c1c2nc(Nc3cccc(F)c3)ccc2ncn1-c1cccnc1 do in these assays?
Pf Dd2 inh: inactive

Results for CC(C)N1C(=O)C2(CCCCC2)C1C(=O)N1CCCC1 (stereo unspecified) ?
Pf Dd2 inh: 0%

How did COc1ccccc1N1CCN(C(=O)CCn2nc(C)c(S(=O)(=O)N3CCCC3)c2C)CC1 do in these assays?
Pf Dd2 inh: 11%

How did Cc1ccc(-c2noc(CCCC(=O)NCc3ccco3)n2)cc1 do in these assays?
Pf Dd2 inh: -5%

What do the screens show for `Cc1ccc(S(=O)(=O)N2CCCC(CNC(=O)c3cccs3)C2)cc1` (stereo unspecified)?
Pf Dd2 inh: -21%

How did Cc1ccc(S(=O)(=O)c2nc(-c3cccc(C)c3)oc2N2CCN(c3ccccc3)CC2)cc1 do in these assays?
Pf Dd2 inh: 10µM*

What do the screens show for `O=C(CC1CCN(C(=O)c2ccccc2)C1)NC1CC1` (stereo unspecified)?
Pf Dd2 inh: 27%

How did Cc1nc(-c2cn(C3CCCN(C(=O)COc4ccccc4)C3)nn2)no1 (stereo unspecified) do in these assays?
Pf Dd2 inh: inactive

Results for CS(=O)(=O)N1CCCN(C(=O)NCc2ccccc2)CCNC(=O)CC1c1ccccc1 (stereo unspecified) ?
Pf Dd2 inh: 3%

Results for CS(=O)(=O)N1Cc2ccccc2CC2(CCN(Cc3ccccc3)C2)C1 (stereo unspecified) ?
Pf Dd2 inh: inconclusive

What do the screens show for `CCN(CC)C[C@H]1CN2CC[C@H]1C[C@@H]2CNC(=O)NC(C)C`?
Pf Dd2 inh: 6%[44.1 µM]

What do the screens show for `CN(CC1CCOCC1)C(=O)c1ccc(C(F)(F)F)cc1`?
Pf Dd2 inh: 2%

What do the screens show for `O=C(Cn1c(=O)n(Cc2nc(-c3ccccc3)no2)c(=O)c2cc3c(cc21)OCO3)Nc1ccccc1`?
Pf Dd2 inh: inconclusive

Results for CC1CCCN(c2nc3c(-c4ccc(Cl)cc4)nnn3c3ccccc23)C1 (stereo unspecified) ?
Pf Dd2 inh: 28%

Results for CNC(=O)[C@@H](Cc1ccccc1)N1CCC[C@H]1C(=O)NC1CC1 ?
Pf Dd2 inh: inactive

What do the screens show for `Cc1nc([C@H]2CCN(Cc3ccc(F)cc3F)C[C@H]2NC(=O)C2CCOCC2)n[nH]1`?
Pf Dd2 inh: inconclusive

Results for COc1cn(CC(=O)Nc2cc(C)ccc2C)c(CN2CCCCC2)cc1=O ?
Pf Dd2 inh: 20%

Results for CCNC(=O)NC[C@H]1C[C@@H]2CCN1C[C@@H]2c1cc(-c2ccccc2)nc(C)n1 ?
Pf Dd2 inh: -9%[44.1 µM]

Results for Cc1cc2nc3n(c(=O)c2n1CC(=O)Nc1ccc(Cl)cc1F)CCC3 ?
Pf Dd2 inh: inactive

How did CN(Cc1cccnc1)c1nc2c(c(=O)[nH]1)CCN(Cc1cc(Cl)ccc1F)CC2 do in these assays?
Pf Dd2 inh: inconclusive

What do the screens show for `CC(C)(C)OC(=O)N1CCC(c2c(C(=O)N3CCc4ccccc4C3)cnn2-c2ccc(F)cc2)CC1`?
Pf Dd2 inh: inconclusive

How did COc1cccc(CN2CCCC3(COc4ccccc4C(=O)N3)C2)c1 (stereo unspecified) do in these assays?
Pf Dd2 inh: 11µM*

What do the screens show for `COc1cc(CN2CCC(C)(NC(C)=O)CC2)cc(-c2ccccc2)c1`?
Pf Dd2 inh: inactive

How did Cc1onc(-c2cnn(C)c2NCc2ccccc2)c1C(=O)NCCc1cccnc1 do in these assays?
Pf Dd2 inh: inactive

Results for CC(C)Cn1c(-c2cccc(Br)c2)nc2ccccc21 ?
Pf Dd2 inh: inconclusive

What do the screens show for `CCNC(=O)N1CC(N(CC)C2CCOCC2)C1`?
Pf Dd2 inh: 20%

What do the screens show for `CCNC(=O)c1nn(-c2ccccc2C)nc1CO`?
Pf Dd2 inh: inactive

Results for O=S(=O)(c1ccc(-c2ccno2)s1)N1CCC2(CCNCC2)C1 ?
Pf Dd2 inh: -21%

What do the screens show for `COc1ccc(-c2[nH]nc3ncc(-c4cncnc4)nc23)cc1F`?
Pf Dd2 inh: inactive

What do the screens show for `O=C(CN1CCCc2nc(-c3ccncc3)ncc2C1=O)N1CCc2ccccc2C1`?
Pf Dd2 inh: inconclusive

What do the screens show for `Cc1ccc(CNC(=O)c2ccc3nccn3c2)o1`?
Pf Dd2 inh: 17%[44.1 µM]

What do the screens show for `COc1ccc(-c2cccc(NS(=O)(=O)c3cc(C)ccc3OC)c2)nn1`?
Pf Dd2 inh: inconclusive

What do the screens show for `CCOc1cccc2sc(=NC(=O)c3ccc(S(=O)(=O)N4CCOCC4)cc3)n(C)c12`?
Pf Dd2 inh: inconclusive

Results for CCOc1ccc(NC(=O)Cn2cc(C(=O)c3ccc(C)c(C)c3)c(=O)c3cc4c(cc32)OCCO4)cc1 ?
Pf Dd2 inh: 2%

Results for O=C(N[C@@H]1CN[C@H](CO)C1)c1ccncc1 ?
Pf Dd2 inh: 22%

Results for COc1cccc(CNC(=O)c2c(C)nn(-c3ccc(F)cc3)c2-n2cccc2)c1 ?
Pf Dd2 inh: 9%

How did CCNC(=O)N[C@H]1CO[C@H]2[C@@H]1OC[C@@H]2n1nnnc1Oc1cccc(N(C)C)c1 do in these assays?
Pf Dd2 inh: -21%[44.1 µM]

What do the screens show for `Cc1cc(Cl)ccc1OCCN1CCN(C(=O)[C@H]2CCC[C@H](O)C2)CC1`?
Pf Dd2 inh: -20%

How did Cc1ccc(-c2nnc3ccc(N4CCCC4)nn23)nc1 do in these assays?
Pf Dd2 inh: -2%[44.1 µM]

Results for COc1ccccc1-c1cc([C@H]2CN3CC[C@H]2C[C@@H]3CNS(=O)(=O)c2ccc(NC(C)=O)cc2)n(C)n1 ?
Pf Dd2 inh: inconclusive

7 entries picked at random from those above:
How did Cc1ccc(-c2nnc3ccc(N4CCCC4)nn23)nc1 do in these assays?
Pf Dd2 inh: -2%[44.1 µM]

Results for COc1cccc(CNC(=O)c2c(C)nn(-c3ccc(F)cc3)c2-n2cccc2)c1 ?
Pf Dd2 inh: 9%

What do the screens show for `COc1ccc(-c2cccc(NS(=O)(=O)c3cc(C)ccc3OC)c2)nn1`?
Pf Dd2 inh: inconclusive

What do the screens show for `Cc1cc(Cl)ccc1OCCN1CCN(C(=O)[C@H]2CCC[C@H](O)C2)CC1`?
Pf Dd2 inh: -20%

What do the screens show for `Cc1ccc(CNC(=O)c2ccc3nccn3c2)o1`?
Pf Dd2 inh: 17%[44.1 µM]

Results for O=C(N[C@@H]1CN[C@H](CO)C1)c1ccncc1 ?
Pf Dd2 inh: 22%

How did CCNC(=O)N[C@H]1CO[C@H]2[C@@H]1OC[C@@H]2n1nnnc1Oc1cccc(N(C)C)c1 do in these assays?
Pf Dd2 inh: -21%[44.1 µM]

Continued:
How did Cc1cc(C)n(-c2ccc(C(=O)N[C@H]3C[C@H]4C(=O)NCC(=O)N4C3)cc2)n1 do in these assays?
Pf Dd2 inh: -3%

How did CCCCc1nc2cc(C(=O)N3CCCC3c3cc(C(C)C)on3)ccc2o1 (stereo unspecified) do in these assays?
Pf Dd2 inh: inconclusive

What do the screens show for `CN(C)Cc1nnc(C2CCN(C(=O)c3n[nH]c(=O)c4ccccc34)CC2)n1C`?
Pf Dd2 inh: 0%

How did Cc1oc2ncnc(N3CCCCC3)c2c1C(=O)NCC1CCN(Cc2ccc(F)cc2)CC1 do in these assays?
Pf Dd2 inh: inconclusive

What do the screens show for `CCCc1cnc2c(c1SCc1cccc(F)c1)c(=O)n(C)c(=O)n2C`?
Pf Dd2 inh: inconclusive

Results for COc1ccccc1[C@@H]1CN(C(=O)Cc2nonc2C)C[C@H]1C(=O)O ?
Pf Dd2 inh: -11%

Results for Nc1cc(=O)nc(SCC(=O)Nc2ccc(F)cc2)n1CCc1ccccc1 ?
Pf Dd2 inh: 38%[activator]

How did CC[C@H]1CN(S(=O)(=O)c2ccc(OC)cc2)CC[C@H]1CC(=O)NCc1cccc2ccccc12 do in these assays?
Pf Dd2 inh: 8%

Results for COCCNC(=O)C[C@@H]1O[C@H](CNS(=O)(=O)c2ccc(C)cc2)[C@@H](O)[C@H]1O ?
Pf Dd2 inh: 16%[44.1 µM]

What do the screens show for `Cn1nc(C(=O)N2CCCN(c3cc(-c4ccc(Cl)cc4)[nH]n3)CC2)c2ccccc21`?
Pf Dd2 inh: inconclusive

What do the screens show for `Cc1ccc(CCNC(=O)c2c[nH]c3ccc(S(=O)(=O)Nc4cccc(C(F)(F)F)c4)cc3c2=O)cc1`?
Pf Dd2 inh: inactive

What do the screens show for `Cc1ccc(C2Cn3nnc(-c4noc(-c5sccc5C)n4)c3CO2)cc1` (stereo unspecified)?
Pf Dd2 inh: -3%

What do the screens show for `COCCNC(=O)C1COC2(CCN(C(=O)c3ccc(F)cc3)CC2)N1C(=O)c1ccc(F)cc1` (stereo unspecified)?
Pf Dd2 inh: 8%

What do the screens show for `COc1ccc(CNC(=O)CC[C@H]2CNC(=O)[C@@H]3[C@@H](CCN3Cc3nc4ccccc4n3C)N2C)cc1`?
Pf Dd2 inh: -25%

How did O=C(Nc1cccc(Cl)c1)c1c(NC(=O)C(F)(F)F)sc2c1CCCC2 do in these assays?
Pf Dd2 inh: 13µM*

How did O=C(Nc1ccccc1)Nc1ccc([C@@H](O)[C@H]2COCC(=O)N2Cc2ccc(F)cc2)cc1 do in these assays?
Pf Dd2 inh: inactive
